Screening results as filed in PubChem BioAssay.
SENP8 block-1 = blocks human SENP8 cleavage of Nedd8 substrate. recombinant SENP8, Nedd8 substrate fluorescence. AID 602440. inhibition, % at 20 µM. Q96LD8. hit rate 0.64% among 360,000; in the data active means inhibition mostly above about 40%, no sharp cut-off; inactive means mostly below about 27%
SENP1 FRET inh = blocks the human SENP1 SUMO protease catalytic domain; hit rate 0.21% among 360,000; Q9P0U3; recombinant SENP1 catalytic domain, CyPet-SUMO1-YPet FRET cleavage; inhibition, % at 10 µM;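 active means inhibition at least 30% at 10 µM, raw YFP signal under a set limit, fluorescence ratio 0.5 to 1.5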;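 further: 0% = enzyme with DMSO and 100% = no enzyme wells; some results filed as inactive read as strong as hits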
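Material – human SENP1 catalytic domain · Input – SENP1 enzyme, 20 pM final · Compound dosing – single concentration of 10 µM compound, 0.5% DMSO final · Timing – enzyme reaction for 50 min at room temperature, dark · Measured by – FRET fluorescence in CFP and YFP emission channels · Control set – no-enzyme wells low, DMSO-plus-enzyme wells high control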
UBC13 inh = human UBC13 polyubiquitination inhibition; P61088; UBC13 polyubiquitin chain formation, TR-FRET; inhibition, % at 20 µM; hit rate 0.47% among 330,000; AID 485273; in the data active means inhibition above about 45%, passing the limit was not always enough
Target sequence (P61088 whole entry, looked up): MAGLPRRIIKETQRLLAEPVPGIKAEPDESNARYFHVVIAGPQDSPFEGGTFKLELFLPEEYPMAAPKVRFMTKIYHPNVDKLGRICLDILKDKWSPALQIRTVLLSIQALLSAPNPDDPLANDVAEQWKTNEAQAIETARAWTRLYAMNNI
SENP8 block-2 = inhibitors of human SENP8 protease. purified SENP8, Z-RLRGG-aminoluciferin cleavage, luminescence. inhibition, % at 10 µM. Q96LD8. hit rate 1.2% among 330,000. AID 2540; in the data active means inhibition above about 50%
Apaf1 inhib = blocks human Apaf-1 apoptosome activity; O14727; reconstituted apoptosome caspase-3 activity, DEVD-Rh110 fluorescence; inhibition, % at 20 µM; hit rate 0.71% among 330,000; AID 489030; active means inhibition of at least 40% at 20 µM;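 further: plate controls were DMSO wells for no effect and DEVD-CHO caspase inhibitor wells for full effect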
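Material: biochemical Apaf-1 apoptosome reconstitution. Medium: Hepes buffer, pH 7.5. Also added: cytochrome c activation, bis-DEVD rhodamine 110 substrate. Timing: 30 min compound preincubation, 50 min activation, room temperature. Measured by: rhodamine 110 fluorescence at Ex 480/Em 540 nm.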
A3G deaminase = inhibitors of human APOBEC3G DNA deaminase; Q9HC16; recombinant A3G, ssDNA deamination FAM/TAMRA fluorescence; inhibition, % at 20 µM; hit rate 0.28% among 330,000; AID 493012;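 active means inhibition of at least 40% at 20 µM, with no more than 30% in the related APOBEC3A deaminase screen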;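 further: plate controls were DMSO wells with A3G for no effect and wells lacking A3G enzyme for full effect; some compounds called inactive have numbers as strong as hits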
SENP7 inh = SENP7 protease inhibition; Q9BQF6; recombinant SENP7, Z-RLRGG-aminoluciferin luminescence, 40 min; inhibition, % at 5 µM; hit rate 1.5% among 330,000; AID 434973;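 active means inhibition above about 50% at the single test dose, limit read from the data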;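 further: plate controls were DMSO with enzyme for no effect and no enzyme buffer wells for full effect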
Target sequence (Q9BQF6 706-1050 limits assumed): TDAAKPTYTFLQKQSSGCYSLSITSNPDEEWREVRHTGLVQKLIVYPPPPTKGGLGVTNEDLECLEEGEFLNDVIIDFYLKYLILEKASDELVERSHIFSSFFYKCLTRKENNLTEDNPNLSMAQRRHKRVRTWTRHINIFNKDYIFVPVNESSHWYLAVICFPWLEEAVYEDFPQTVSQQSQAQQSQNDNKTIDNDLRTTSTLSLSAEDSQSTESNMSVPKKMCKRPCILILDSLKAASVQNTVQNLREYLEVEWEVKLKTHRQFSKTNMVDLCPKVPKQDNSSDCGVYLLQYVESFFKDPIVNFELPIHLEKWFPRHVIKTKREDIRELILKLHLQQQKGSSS
SENP6 inh = SENP6 protease inhibition; Q9GZR1; Recombinant SENP6 catalytic domain, aminoluciferin luminescence; inhibition, % at 10 µM; hit rate 1.8% among 330,000;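 active means inhibition above about 50% at the single tested dose, limit read from the data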;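 further: plate controls were DMSO wells with enzyme for no effect and DMSO wells lacking enzyme for full effect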
Target sequence (Q9GZR1 628-1112 limits assumed): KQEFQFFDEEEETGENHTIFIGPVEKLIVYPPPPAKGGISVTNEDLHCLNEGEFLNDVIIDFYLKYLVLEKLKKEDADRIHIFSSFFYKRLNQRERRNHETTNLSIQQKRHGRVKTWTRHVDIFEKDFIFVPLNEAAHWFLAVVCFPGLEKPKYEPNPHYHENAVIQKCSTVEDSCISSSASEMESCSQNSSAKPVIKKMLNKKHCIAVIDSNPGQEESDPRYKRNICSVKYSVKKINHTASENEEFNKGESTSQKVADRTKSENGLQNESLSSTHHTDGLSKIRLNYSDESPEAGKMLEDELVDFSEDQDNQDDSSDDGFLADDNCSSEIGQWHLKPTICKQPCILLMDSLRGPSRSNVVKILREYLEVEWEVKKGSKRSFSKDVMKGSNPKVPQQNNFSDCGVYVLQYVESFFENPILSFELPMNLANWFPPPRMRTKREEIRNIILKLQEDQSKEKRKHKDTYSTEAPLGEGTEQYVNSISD
Active calls of the source: *.

S=c1[nH]nc(-c2cc(-c3ccco3)[nH]n2)n1-c1ccccc1Cl was read as SENP8 block-1 4, SENP1 FRET inh -1, UBC13 inh -8, SENP8 block-2 -4, Apaf1 inhib 8, A3G deaminase 78, SENP7 inh 7 and SENP6 inh 16.
Cc1cc(C)c2oc(-c3cccc(NC(=O)c4ccc(F)cc4)c3)nc2c1 was read as SENP8 block-1 12, SENP1 FRET inh 5, UBC13 inh 0, SENP8 block-2 11, Apaf1 inhib -20, A3G deaminase -8, SENP7 inh -1 and SENP6 inh -1.
Screening CC(=O)Nc1ccc(Sc2ccccc2C(=O)N2CCCC2)cn1 returned SENP8 block-1 -5, SENP1 FRET inh 1, UBC13 inh -4, SENP8 block-2 -7, Apaf1 inhib 11, A3G deaminase 2, SENP7 inh 2 and SENP6 inh -8.
Screening COc1ccc(/C=C2\C(=O)N(Cc3ccc(F)cc3)CC(=O)N2Cc2ccccc2)cc1 returned SENP8 block-1 6, SENP1 FRET inh 2, UBC13 inh 14, SENP8 block-2 0, Apaf1 inhib 22, A3G deaminase -7, SENP7 inh 4 and SENP6 inh 18.
`O=C1C=Cc2ccccc2/C1=C/c1[nH]c(=O)[nH]c1O` gave SENP8 block-1 -302, SENP1 FRET inh 60*, UBC13 inh -7, SENP8 block-2 2, Apaf1 inhib 9, A3G deaminase -2, SENP7 inh -2 and SENP6 inh 2.
C/C(=N\NC(=O)c1ccc([N+](=O)[O-])cc1)c1cc2ccccc2oc1=O was read as SENP8 block-1 5, SENP1 FRET inh 2, UBC13 inh -19, SENP8 block-2 -13, Apaf1 inhib -2, A3G deaminase -6, SENP7 inh -4 and SENP6 inh -17.
COc1ccc(CCN(C)C(=O)c2ccc(S(=O)(=O)NCc3ccco3)cc2)cc1OC was read as SENP8 block-1 25, SENP1 FRET inh 1, UBC13 inh 5, SENP8 block-2 -1, Apaf1 inhib -6, A3G deaminase -2, SENP7 inh 3 and SENP6 inh 15.
`CCOC(=O)C1CCN(C(=O)c2cc3cc4ccc(C)cc4nc3o2)CC1` gave SENP8 block-1 -111, SENP1 FRET inh 2, UBC13 inh -11, SENP8 block-2 -1, Apaf1 inhib 2, A3G deaminase -4, SENP7 inh 0 and SENP6 inh 18.
Screening NC(=O)C1CCN(C2CC(=O)N(Cc3cccs3)C2=O)CC1 (configuration not stated) returned SENP8 block-1 15, SENP1 FRET inh 0, UBC13 inh -3, SENP8 block-2 -3, Apaf1 inhib -1, A3G deaminase -8, SENP7 inh -9 and SENP6 inh 3.
For CCn1nc(C)c(NC(=O)/C=C/c2ccc(OC)c(COc3ccc(Cl)cc3Br)c2)c1C the results were SENP8 block-1 17, SENP1 FRET inh 0, UBC13 inh -4, SENP8 block-2 4, Apaf1 inhib 3, A3G deaminase -1, SENP7 inh 4 and SENP6 inh -1.
Screening CC(C)(C)[C@H]1C=C(C(=O)N2CCN(Cc3ccccc3)CC2)O[C@@H](OCCCCO)C1 returned SENP8 block-1 19, SENP1 FRET inh 1, UBC13 inh 8, SENP8 block-2 6, Apaf1 inhib -5, A3G deaminase -9, SENP7 inh 3 and SENP6 inh 1.
Cc1ccc(-c2cc(C(=O)Nc3c(C#N)cnn3C)no2)cc1 was read as SENP8 block-1 12, SENP1 FRET inh 1, UBC13 inh 2, SENP8 block-2 -5, Apaf1 inhib -23, A3G deaminase -4, SENP7 inh 4 and SENP6 inh -5.
`CN(Cc1ccccc1)Cc1nc2c([nH]1)c(=O)[nH]c(=O)n2C` gave SENP8 block-1 8, SENP1 FRET inh 0, UBC13 inh 1, SENP8 block-2 1, Apaf1 inhib -17, A3G deaminase -4, SENP7 inh -7 and SENP6 inh -1.
`Cc1nn(CC(O)COc2ccc3c(c2)CCC3)c(C)c1C` (configuration not stated) gave SENP8 block-1 9, SENP1 FRET inh 1, UBC13 inh 8, SENP8 block-2 6, Apaf1 inhib -4, A3G deaminase -7, SENP7 inh -13 and SENP6 inh -18.
For CCOc1cccc(-c2nnc(SCC(=O)Nc3cc(OC)cc(OC)c3)n2N)c1 the results were SENP8 block-1 18, SENP1 FRET inh 0, UBC13 inh 8, SENP8 block-2 7, Apaf1 inhib -6, A3G deaminase -4, SENP7 inh 3 and SENP6 inh 0.
O=C(CSc1nnnn1-c1ccc(F)cc1)Nc1ccc(N2CCOCC2)c(Cl)c1 was read as SENP8 block-1 9, SENP1 FRET inh 2, UBC13 inh 14, SENP8 block-2 -3, Apaf1 inhib 13, A3G deaminase -2, SENP7 inh 6 and SENP6 inh -1.
Screening CN(C(=O)c1ccncc1)C1CCS(=O)(=O)C1 (configuration not stated) returned SENP8 block-1 8, SENP1 FRET inh 0, UBC13 inh 7, SENP8 block-2 0, Apaf1 inhib -26, A3G deaminase -2, SENP7 inh -3 and SENP6 inh -7.
`Cc1ccc(S(=O)(=O)N2CC(C)N(S(C)(=O)=O)C2)cc1` (configuration not stated) gave SENP8 block-1 10, SENP1 FRET inh 0, UBC13 inh 0, SENP8 block-2 -4, Apaf1 inhib 5, A3G deaminase -5, SENP7 inh -10 and SENP6 inh -3.
Screening Cc1c(N=C2NC(=O)C(CC(=O)Nc3ccc(Cl)cc3)S2)c(=O)n(-c2ccccc2)n1C (configuration not stated) returned SENP8 block-1 15, SENP1 FRET inh 4, UBC13 inh -8, SENP8 block-2 -7, Apaf1 inhib 20, A3G deaminase -6, SENP7 inh 3 and SENP6 inh -6.
Screening C=CCOc1ccc(C2/C(=C(\O)c3ccc4c(c3)CC(C)O4)C(=O)C(=O)N2CCN2CCOCC2)cc1OCC (configuration not stated) returned SENP8 block-1 -20, SENP1 FRET inh -15, UBC13 inh -15, SENP8 block-2 0, Apaf1 inhib 14, A3G deaminase 2, SENP7 inh -1 and SENP6 inh -2.

Part of the list above in order of SMILES length, ascending.
Screening CN(C(=O)c1ccncc1)C1CCS(=O)(=O)C1 (configuration not stated) returned SENP8 block-1 8, SENP1 FRET inh 0, UBC13 inh 7, SENP8 block-2 0, Apaf1 inhib -26, A3G deaminase -2, SENP7 inh -3 and SENP6 inh -7.
O=C(CSc1nnnn1-c1ccc(F)cc1)Nc1ccc(N2CCOCC2)c(Cl)c1 was read as SENP8 block-1 9, SENP1 FRET inh 2, UBC13 inh 14, SENP8 block-2 -3, Apaf1 inhib 13, A3G deaminase -2, SENP7 inh 6 and SENP6 inh -1.
Screening Cc1c(N=C2NC(=O)C(CC(=O)Nc3ccc(Cl)cc3)S2)c(=O)n(-c2ccccc2)n1C (configuration not stated) returned SENP8 block-1 15, SENP1 FRET inh 4, UBC13 inh -8, SENP8 block-2 -7, Apaf1 inhib 20, A3G deaminase -6, SENP7 inh 3 and SENP6 inh -6.

(further entries)
For C[C@H](NC(=O)c1nc[nH]c1C(=O)NCCCCCN)C(=O)OC(C)(C)C the results were SENP8 block-1 10, SENP1 FRET inh 0, UBC13 inh 0, SENP8 block-2 -13, Apaf1 inhib 0, A3G deaminase -6, SENP7 inh -11 and SENP6 inh -17.
For CCOC(=O)C1=C(COC(=O)Cc2c(F)cccc2Cl)NC(=O)NC1C (configuration not stated) the results were SENP8 block-1 -4, SENP1 FRET inh 1, UBC13 inh -9, SENP8 block-2 -13, Apaf1 inhib 4, A3G deaminase -2, SENP7 inh -7 and SENP6 inh -19.
Screening CCOC(=O)C1C(=O)NC(N2CCN(c3ccccc3)CC2)=NC1c1ccco1 (configuration not stated) returned SENP8 block-1 16, SENP1 FRET inh 0, UBC13 inh -8, SENP8 block-2 -8, Apaf1 inhib 7, A3G deaminase -6, SENP7 inh 0 and SENP6 inh -13.
Screening CCOc1ccc(S(=O)(=O)N2CN(c3cccc(C(C)=O)c3)c3nc4ccccc4nc32)cc1 returned SENP8 block-1 -437, SENP1 FRET inh -10, UBC13 inh -29, SENP8 block-2 -12, Apaf1 inhib 21, A3G deaminase -6, SENP7 inh -7 and SENP6 inh -24.
N#Cc1c(N)c(C(=O)c2ccccc2)n2c1CCCC2 was read as SENP8 block-1 2, SENP1 FRET inh 2, UBC13 inh 4, SENP8 block-2 4, Apaf1 inhib 5, A3G deaminase -2, SENP7 inh 6 and SENP6 inh -9.
For CCOc1ccc(OCC)c(NC(=O)CN2CCN(CC(=O)NC(C)C)CC2)c1 the results were SENP8 block-1 5, SENP1 FRET inh 2, UBC13 inh -5, SENP8 block-2 -8, Apaf1 inhib 2, A3G deaminase -4, SENP7 inh -10 and SENP6 inh -10.
For O=C(NCCc1ccccc1C(F)(F)F)C1CCC(=O)N(CCCN2CCCC2=O)C1 (configuration not stated) the results were SENP8 block-1 14, SENP1 FRET inh 2, UBC13 inh 0, SENP8 block-2 6, Apaf1 inhib -1, A3G deaminase -1, SENP7 inh -4 and SENP6 inh -7.
Screening O=C(NCc1ccco1)c1cc(-c2ccccc2)nc2ccccc12 returned SENP8 block-1 7, SENP1 FRET inh -1, UBC13 inh -4, SENP8 block-2 10, Apaf1 inhib 6, A3G deaminase -7, SENP7 inh -3 and SENP6 inh -2.
Screening O=C(CN1C(=O)CCC1=O)Nc1nc(-c2cccs2)cs1 returned SENP8 block-1 20, SENP1 FRET inh 0, UBC13 inh 4, SENP8 block-2 -3, Apaf1 inhib 0, A3G deaminase -1, SENP7 inh -4 and SENP6 inh -17.
For CC1/C(=C\c2ccc(Cl)cc2)C(=O)C2CC1C2(C)C (configuration not stated) the results were SENP8 block-1 22, SENP1 FRET inh -1, UBC13 inh -4, SENP8 block-2 -10, Apaf1 inhib 11, A3G deaminase -4, SENP7 inh -2 and SENP6 inh 0.
Screening CC(C)Cn1c(=O)c2ccccc2n2c(CCC(=O)NCC3CCCO3)nnc12 (configuration not stated) returned SENP8 block-1 12, SENP1 FRET inh 0, UBC13 inh -2, SENP8 block-2 0, Apaf1 inhib 3, A3G deaminase -1, SENP7 inh -2 and SENP6 inh 3.
CN(Cc1nccs1)C(=O)CC1C(=O)NCCN1Cc1ccc(-c2ccccc2)cc1 (configuration not stated) was read as SENP8 block-1 12, SENP1 FRET inh -7, UBC13 inh 13, SENP8 block-2 -2, Apaf1 inhib -330, A3G deaminase -5, SENP7 inh -1 and SENP6 inh -13.
Screening COc1cc(C(=O)Nc2cccc(S(=O)(=O)N3CCCC3)c2)c([N+](=O)[O-])cc1OC returned SENP8 block-1 10, SENP1 FRET inh 2, UBC13 inh -10, SENP8 block-2 -13, Apaf1 inhib 2, A3G deaminase -10, SENP7 inh -6 and SENP6 inh -16.
COc1ccc(-c2nc3ccc(C(=O)NCCCN4CCOCC4)cc3nc2-c2ccc(OC)cc2)cc1 was read as SENP8 block-1 -328, SENP1 FRET inh -22, UBC13 inh 2, SENP8 block-2 -10, Apaf1 inhib 28, A3G deaminase 3, SENP7 inh 17 and SENP6 inh 4.
`O=C(COc1ccccc1)NS(=O)(=O)c1ccccc1` gave SENP8 block-1 11, SENP1 FRET inh 0, UBC13 inh 5, SENP8 block-2 6, Apaf1 inhib -7, A3G deaminase -8, SENP7 inh 1 and SENP6 inh -8.
Screening Cc1cc(NS(=O)(=O)c2ccc(NC(=O)c3cc(-c4cccnc4)nc4ccc(Cl)cc34)cc2)no1 returned SENP8 block-1 12, SENP1 FRET inh -1, UBC13 inh -5, SENP8 block-2 6, Apaf1 inhib 9, A3G deaminase 0, SENP7 inh 10 and SENP6 inh -5.
For CC(C)(C)n1cc(S(=O)(=O)c2ccccc2)[nH]c1=O the results were SENP8 block-1 -4, SENP1 FRET inh 0, UBC13 inh 6, SENP8 block-2 -8, Apaf1 inhib -6, A3G deaminase -5, SENP7 inh -6 and SENP6 inh -16.
Screening CCN(CC)CCN1C(=O)c2ccccc2NC1c1ccccc1F (configuration not stated) returned SENP8 block-1 -274, SENP1 FRET inh -5, UBC13 inh 14, SENP8 block-2 0, Apaf1 inhib -15, A3G deaminase -5, SENP7 inh -2 and SENP6 inh -9.
